Screening results (PubChem BioAssay)
HKDC1 inh = HKDC1 (human) hexokinase inhibition; AID 493160; 0.16% of 340,000 active; recombinant HKDC1, G6PDH/diaphorase resazurin coupled fluorescence; inhibition, % at 20 µM; Q2TB90;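 active = inhibition above about 35% when tested at 20 µM, limit read from the data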;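 also: plate controls were DMSO wells with enzyme for no effect and DMSO wells lacking enzyme for full effect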
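Incubation: 90 min at room temperature in dark / Material: recombinant HKDC1 (HK5) hexokinase enzyme, produced in-house / Quantity: enzyme 5 µg/mL final / Compound: one dose of 20 µM, 1% DMSO / Reagent: glucose and ATP substrates / Buffer or medium: Tris pH 8.0 buffer with MgCl2, Tween-20, BSA, BME / Technique: resorufin fluorescence at 613 nm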
hIAP block = blocks human intestinal alkaline phosphatase; P09923; inhibition, % at 10 µM; AID 2544; 0.12% of 330,000 active; purified IAP, CDP-Star luminescence, 30 min;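 active = inhibition reaching a set limit with compound at 10 µM in the primary screen, cut at about 35% in these data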;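 also: plate controls were DMSO wells with enzyme for no effect and no-enzyme buffer wells for full effect; values of inactives mirror those of a sister screen read the other way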
hIAP activ = increases human intestinal alkaline phosphatase activity | P09923 | purified human IAP, CDP-Star luminescence, 30 min; active compounds read high; 1 = vehicle-only enzyme, 0 = enzyme-free background | activation factor at 10 µM | 0.16% of 330,000 active;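 active = activation factor of the enzyme at least 2-fold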; also: the source names both 10 and 20 µM as test concentration; values of inactives mirror those of a sister screen read the other way
ATG4B inhibitor = inhibitors of human ATG4B cysteine protease; AID 504462; inhibition, % at 8.33 µM; 0.51% of 340,000 active; ATG4B cleavage of LC3-PLA2, NBD-HPC fluorescence, 1 h; in the data active = inhibition above about 40%
Target sequence (Q9Y4P1 whole entry, looked up): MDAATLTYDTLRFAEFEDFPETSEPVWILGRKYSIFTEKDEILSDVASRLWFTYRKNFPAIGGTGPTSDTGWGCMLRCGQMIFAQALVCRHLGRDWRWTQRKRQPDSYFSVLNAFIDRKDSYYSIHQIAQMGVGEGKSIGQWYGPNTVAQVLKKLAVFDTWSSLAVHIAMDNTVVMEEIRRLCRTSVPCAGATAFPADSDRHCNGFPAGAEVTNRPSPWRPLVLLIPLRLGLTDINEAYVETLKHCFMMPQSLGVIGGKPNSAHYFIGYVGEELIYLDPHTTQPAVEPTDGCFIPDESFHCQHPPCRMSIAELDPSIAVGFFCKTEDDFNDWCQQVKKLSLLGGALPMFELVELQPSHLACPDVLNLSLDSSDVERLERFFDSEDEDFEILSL
PfG6PD inh = PfG6PD (Plasmodium falciparum) enzyme inhibition. AID 504690. 0.78% of 350,000 active. inhibition, % at 20 µM. PfGluPho enzyme, NADPH resazurin-diaphorase fluorescence;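 active = inhibition reaching at least a set limit at 20 µM in the primary screen, cut at about 59% in these data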;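 also: 0% = DMSO wells with substrate and 100% = DMSO wells lacking glucose-6-phosphate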
mIAP act = mouse IAP activation. activation factor at 10 µM. 0.24% of 330,000 active. muIAP, CDP-Star luminescence, 30 min; active compounds read high; 1 = vehicle-only enzyme signal, 0 = enzyme-free wells. AID 2805;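 active = activation factor of at least 2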; also: the source names both 10 and 20 µM as test concentration; values of inactives mirror those of a sister screen read the other way
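System: Mouse IAP enzyme | Also added: CDP-Star substrate | Dosing: Compounds dispensed in DMSO | Schedule: 30 min enzyme-substrate-compound incubation at room temperature | Technique: Chemiluminescence readout | Control set: DMSO-only wells and no-enzyme negative control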
mIAP block = blocks mouse intestinal alkaline phosphatase; purified mouse IAP, CDP-Star luminescence, 30 min; inhibition, % at 10 µM; 0.2% of 330,000 active;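 active = inhibition of at least 40% at 10 µM in the primary screen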;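 also: plate controls were DMSO with enzyme for no effect and no enzyme wells for full effect; values of inactives mirror those of a sister screen read the other way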
APOBEC3A inh = blocks human APOBEC3A ssDNA deamination; 0.41% of 330,000 active; P31941; recombinant A3A, FAM/TAMRA ssDNA deamination fluorescence; inhibition, % at 20 µM;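 active = at least 40% inhibition at 20 µM here, with at most 30% in a related deaminase screen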;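 also: plate controls were A3A with DMSO for no effect and wells lacking A3A enzyme for full effect; some results filed as inactive read as strong as hits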
Target sequence (P31941 whole entry, looked up): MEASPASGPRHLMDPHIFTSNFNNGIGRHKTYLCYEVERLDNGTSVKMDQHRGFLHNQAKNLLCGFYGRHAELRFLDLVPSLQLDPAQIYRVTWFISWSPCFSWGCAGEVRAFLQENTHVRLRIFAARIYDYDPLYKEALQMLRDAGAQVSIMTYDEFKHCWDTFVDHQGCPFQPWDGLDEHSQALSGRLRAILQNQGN
An asterisk follows results filed as active; nt = not tested or not shown. Hits appear at their usual frequency; about 2.4% have a hit in one of these screens.

HKDC1 inh	hIAP block	hIAP activ	ATG4B inhibitor	PfG6PD inh	mIAP act	mIAP block	APOBEC3A inh	canonical_smiles
14.4	18.1	0.819	11.5	-3.3	0.814	18.6	-1.4	CCc1ccc(C2=NNC(=Nc3c(C)n(C)n(-c4ccccc4)c3=O)SC2)cc1
1.9	-23.5	1.24	-10.2	-3.9	0.94	6.0	-2.9	CCCn1c(=O)c(C(=O)NNS(=O)(=O)c2ccc(NC(=O)OC)cc2)c(O)c2ccccc21
-2.8	9.3	0.907	-4.6	6.1	0.985	1.5	-1.8	Cc1ccccc1S(=O)(=O)Cc1ccc(C(=O)N2CC(C)CC(C)C2)o1 (configuration not stated)
3.7	-22.2	1.22	3.3	-38.8	0.986	1.4	-7.1	CN(Cc1ccccc1)C(=O)C1CCN(S(=O)(=O)c2ccc3nc4c(c(C(=O)O)c3c2)CCCC4)CC1
4.6	8.2	0.918	-3.4	2.3	0.873	12.7	-2.0	N#Cc1ccccc1Sc1ccccc1N
-1.1	-8.8	1.09	-5.5	45.1	0.96	4.0	-5.5	Fc1ccc(-n2c(-c3ccc4ccccc4n3)n[nH]c2=S)cc1
-7.2	-0.4	1	-5.0	-1.3	0.966	3.4	0.8	O=C(Cn1nc(Cc2cccnc2)c2ccccc2c1=O)NCC1CCCO1 (configuration not stated)
-4.6	3.2	0.968	5.3	-8.9	1.02	-2.4	-2.3	O=C(Nc1ccc(N2CCOCC2)nc1)c1cccs1
-2.2	-7.3	1.07	1.4	8.4	0.968	3.2	-1.9	CC1CN(Cc2nnc(-c3ccccc3)o2)CC(C)O1 (configuration not stated)
-4.8	4.0	0.96	2.8	3.2	0.935	6.5	0.4	O=C(CCn1c(=O)oc2ccccc21)NCCCN1CCN(c2ccc(F)cc2)CC1
2.0	13.3	0.867	-4.7	7.3	0.893	10.7	-1.8	CCCCNC(=S)N(C)/N=C/c1c(F)c(F)c(F)c(F)c1F
-0.1	6.6	0.934	0.3	-12.0	0.892	10.8	-4.2	O=C(CCN1C(=O)/C(=C/c2ccccc2F)SC1=S)Nc1cccnc1
-0.2	9.6	0.904	6.0	-9.0	0.975	2.5	3.6	O=C(NCc1ccncc1)c1nnc(Cc2c(F)cccc2Cl)o1
10.4	-8.0	1.08	-3.8	-14.9	0.809	19.1	-1.1	CCOC(=O)c1[nH]c2ccc(OC)cc2c1NC(=O)/C=C/c1ccc2c(c1)OCO2
-3.8	-3.0	1.03	-4.0	3.6	0.913	8.7	1.7	COCCCNC(=O)CCn1c(=O)c2ccccc2n(Cc2cccc([N+](=O)[O-])c2)c1=O
-11.0	14.3	0.857	5.0	4.9	1.06	-6.1	-3.3	CCOc1ccccc1NC(=O)CSc1nnnn1Cc1ccccc1
11.6	8.4	0.916	3.2	86.7*	1.11	-11.0	2.2	O=C(CCl)Nc1ccccc1Sc1ccc(Cl)cc1
7.4	10.4	0.896	3.6	-16.2	0.826	17.4	-2.1	O=C(COc1ccc(Cl)cc1)NCc1nnc(SCC(=O)Nc2ccccc2F)o1
8.3	-3.6	1.04	4.2	-4.1	1.01	-1.2	-2.4	CC1CN(C)C(C)c2c1oc1ccc(N)cc21 (configuration not stated)
0.3	1.8	0.982	-2.5	11.7	1.03	-3.5	4.8	Cc1nc(-c2ccc(S(=O)(=O)NCc3cccnc3)s2)cs1
-9.6	11.2	0.888	8.6	-17.4	1.02	-1.7	1.7	Cc1nn(C)c(Cl)c1S(=O)(=O)N1CCC(CO)(CCc2ccccc2)CC1
-3.3	6.1	0.939	2.7	-13.0	0.967	3.3	-2.6	CCCCOc1cccc(C(=O)O)c1
-1.3	4.9	0.951	-7.2	14.7	1.04	-3.6	-2.2	COc1ccc(CCNC(=O)CCCCCNc2nc(=S)[nH]c3ccccc23)cc1OC
-4.9	-5.8	1.06	7.7	-11.5	1.04	-3.7	3.0	CCCCN(C(=O)Cc1ccc2c(c1)OCCO2)c1c(N)n(CCC)c(=O)[nH]c1=O
-1.1	5.9	0.941	-4.1	-3.5	0.926	7.4	-1.1	O=C1c2oc3ccccc3c(=O)c2C(c2cccc(Br)c2)N1Cc1ccco1 (configuration not stated)

Additional entries follow:
HKDC1 inh	hIAP block	hIAP activ	ATG4B inhibitor	PfG6PD inh	mIAP act	mIAP block	APOBEC3A inh	canonical_smiles
-3.7	-7.3	1.07	7.2	1.5	1.08	-8.2	-1.6	O=C(NC1CCN(S(=O)(=O)c2ccc(Cl)cc2)CC1)c1cccnc1
-4.1	23.2	0.768	4.0	-12.7	1.04	-4.2	4.2	CC(C)(C)OC(=O)N1Cc2ccccc2C[C@H]1C(=O)NC1CCCC1
-6.6	0.3	0.997	-5.6	35.5	1.07	-6.6	-0.6	Nn1cnnc1N/N=C/c1ccc(Cl)cc1Cl
6.8	-12.9	1.13	-5.7	-21.6	1.03	-3.5	-7.6	Cc1cc(N2C(=O)C(O)=C(C(=O)c3cccs3)C2c2cccc(Br)c2)no1 (configuration not stated)
-6.1	-8.1	1.08	-0.7	2.8	0.984	1.6	8.1	Cc1ccc(CN2CCCNC2=O)cc1
10.4	-3.8	1.04	9.6	16.9	0.943	5.7	0.5	O=C(OCc1c(-c2ccccc2)ncc2ccccc12)c1ccc(F)cc1
-10.0	1.5	0.985	-7.1	4.2	0.941	5.9	1.9	CN1CCN(S(=O)(=O)c2ccc(=O)[nH]c2)CC1
18.3	18.7	0.813	6.2	18.2	0.934	6.6	-0.1	Cc1nn(Cc2ccc(Cl)c(Cl)c2)c(C)c1NC(=O)c1cc(-c2ccco2)on1
-2.7	2.4	0.976	5.8	4.5	0.88	12.0	1.5	CC(C)OC(=O)/C(C#N)=C/c1c[nH]c2ccccc12
-5.6	1.4	0.986	-1.0	1.2	0.985	1.5	-3.8	CCOc1ccc(N2C(=O)CC(Sc3ccccc3C(=O)O)C2=O)c([N+](=O)[O-])c1 (configuration not stated)
-4.7	-5.1	1.05	-13.6	-0.3	1.01	-0.9	-5.2	Cc1cccc(NC(=O)c2sc(NC(=O)c3ccco3)c(C#N)c2C)c1C
-1.4	11.8	0.882	7.1	2.7	0.942	5.8	-1.6	COc1cc(C)ccc1Oc1nc(-c2ccccc2O)nc2ccccc12
-2.9	-2.0	1.02	-9.9	15.1	0.803	19.7	1.7	C(=N\NC(=Nc1ccccc1)c1ccccn1)/c1ccccn1
-1.8	-14.8	1.15	-7.7	6.9	1.05	-5.5	-1.6	CN(/N=C/c1ccncc1)C1=NS(=O)(=O)c2ccccc21
-12.3	14.7	0.853	2.7	4.2	0.888	11.2	-2.8	Cc1ccc(/C=N/N2C(=O)C3C(C2=O)C2C=CC3C23CC3)o1 (configuration not stated)
1.2	-8.2	1.08	1.7	33.5	1.01	-0.6	-1.4	CCCc1nc2ccccc2c(C(=O)OCC(=O)N2CCc3ccccc32)c1CC
-4.5	-5.1	1.05	7.3	12.7	0.994	0.6	2.9	COc1ccc(NS(=O)(=O)c2cc(NC(=O)c3ccccc3F)ccc2N2CCCC2)cc1
-12.7	-1.9	1.02	-8.8	-15.4	1.03	-3.0	2.5	CCCOC(=O)NC(CC)COC(=O)Nc1cc(C)ccc1C (configuration not stated)
-3.7	7.0	0.93	4.9	17.9	0.909	9.1	-1.3	Cc1ccc(CS/C(Nc2ccccc2C)=C(\C#N)C(N)=O)c(C)c1
4.5	8.5	0.915	-4.0	-25.6	0.94	6.0	3.0	Cc1cc(OCc2nnc(SC(C)C(=O)O)n2Cc2ccccc2)ccc1Cl (configuration not stated)
1.8	3.2	0.968	3.7	-12.2	0.847	15.3	-0.3	NC(N)=NC1=NC(=O)/C(=C/c2ccccc2-n2cccn2)S1
1.6	-15.0	1.15	20.1	-23.4	1.1	-10.4	0.6	CCOC(=O)Cc1nn(C(C)C)c(=O)c2ccccc12
-5.2	-16.1	1.16	6.1	-5.4	1.04	-4.0	-3.4	O=C(c1ccccc1[N+](=O)[O-])N1CCCC(C(=O)N2CCCCCC2)C1 (configuration not stated)
7.4	-7.3	1.07	-2.2	2.8	0.922	7.8	1.1	CC(=O)Oc1ccccc1N1C(=O)c2ccc(C(=O)O)cc2C1=O
0.0	nt	nt	10.5	39.4	1.03	-2.7	1.0	C[C@@H]1C(c2ccccc2)=NN(c2ccc(Br)cc2)[C@H]1C(=O)N1CCOC1=O

Continuation:
HKDC1 inh	hIAP block	hIAP activ	ATG4B inhibitor	PfG6PD inh	mIAP act	mIAP block	APOBEC3A inh	canonical_smiles
-3.7	6.9	0.931	-2.5	-1.7	0.876	12.4	-1.6	Cc1sc(NC(=O)/C=C/c2ccc(C(C)C)cc2)c(C#N)c1C
4.2	-23.7	1.24	23.1	27.1	0.987	1.3	-0.8	Cc1c(Cl)cccc1-n1c(SCC(=O)NCc2ccccc2Cl)nnc1-c1ccncc1
4.5	3.2	0.968	-6.8	-0.3	1.02	-2.0	1.9	O=S(=O)(c1cccc(F)c1)N1CCN(c2ncnc3scc(-c4ccc(F)cc4)c23)CC1
-7.9	-3.9	1.04	-9.8	11.2	0.913	8.7	-4.7	CCCc1[nH]nc2c1C1(C(=O)N(C(C)C)c3ccccc31)C(C#N)=C(N)O2 (configuration not stated)
-7.0	-1.1	1.01	-5.9	-5.9	1.11	-10.7	-1.6	CC1CCCCC12NC(=O)N(CC(=O)NC1CCCc3ccccc31)C2=O (configuration not stated)
3.8	-3.5	1.03	-6.0	12.9	1.02	-2.2	6.1	CCCN(CCC)C(=O)CC(c1ccc(F)cc1)c1ccco1 (configuration not stated)
-2.5	-15.2	1.15	4.2	-14.8	1.04	-4.4	2.1	O=C(O)COc1ccccc1/C=N/NC(=O)CN1CCN(S(=O)(=O)c2ccc(Br)cc2)CC1

Part of the list above, as comma-separated lines.
Structure,HKDC1 inh,hIAP block,hIAP activ,ATG4B inhibitor,PfG6PD inh,mIAP act,mIAP block,APOBEC3A inh
CCCc1nc2ccccc2c(C(=O)OCC(=O)N2CCc3ccccc32)c1CC,1.2,-8.2,1.08,1.7,33.5,1.01,-0.6,-1.4
O=C(CCn1c(=O)oc2ccccc21)NCCCN1CCN(c2ccc(F)cc2)CC1,-4.8,4.0,0.96,2.8,3.2,0.935,6.5,0.4
O=C(O)COc1ccccc1/C=N/NC(=O)CN1CCN(S(=O)(=O)c2ccc(Br)cc2)CC1,-2.5,-15.2,1.15,4.2,-14.8,1.04,-4.4,2.1
